Screens as filed in PubChem.
L929 necroptosis – inhibitors of zVAD-triggered necroptosis, primary screen, L929 cells; L929 zVAD necroptosis rescue, ATP luminescence, 24 h; with zVAD 60 µM; viability rescue, % at 10 µM; hit rate 0.38% among 220,000;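 active = activation, scaled between plate controls, above about 75%, limit read from the data; inactive = activation under that limit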;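 also: 0% = zVAD with DMSO and 100% = DMSO alone without zVAD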
NCF1 inh – p47phox/p22phox peptide binding inhibitors, primary screen, biochemical, uHTS, NADPH oxidase regulatory subunit. Neutrophil cytosol factor 1 (Homo sapiens), P14598. fluorescence polarization, 2 h. inhibition, % at 24.7 µM. hit rate 0.53% among 220,000;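 active = inhibition above about 30%, limit read from the data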;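 also: 0% = p47phox with labelled peptide and 100% = labelled peptide alone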
Target sequence (P14598 whole entry, looked up): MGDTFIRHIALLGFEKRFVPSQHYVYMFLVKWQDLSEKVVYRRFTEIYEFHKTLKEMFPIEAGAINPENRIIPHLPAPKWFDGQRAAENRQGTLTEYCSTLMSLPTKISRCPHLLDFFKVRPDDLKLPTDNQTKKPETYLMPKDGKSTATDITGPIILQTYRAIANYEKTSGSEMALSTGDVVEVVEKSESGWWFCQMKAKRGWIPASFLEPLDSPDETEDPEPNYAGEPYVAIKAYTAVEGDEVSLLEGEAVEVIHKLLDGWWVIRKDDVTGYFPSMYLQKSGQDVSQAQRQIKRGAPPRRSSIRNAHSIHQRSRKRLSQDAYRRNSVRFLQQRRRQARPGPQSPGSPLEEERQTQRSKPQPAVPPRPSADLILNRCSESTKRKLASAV
EBV gp42 block – Epstein-Barr virus gp42 inhibitors, primary screen, biochemical, uHTS, fluorescence polarization | Fluorescence polarization binding assay, mP read-out | Glycoprotein 42 (Epstein-Barr virus (strain AG876)), Q1HVG2 | hit rate 0.42% among 220,000 | inhibition, % (tested at 21.74 µM); in the data active = inhibition above about 50%
Runt-CBFb FRET – inhibitors of RUNX1 Runt–CBFb binding, primary screen, biochemical, FRET, Cerulean-Runt, Venus-CBFb, uHTS; Runt-related transcription factor 1 (Homo sapiens) + Core-binding factor subunit beta …; Cerulean-Runt/Venus-CBFb FRET ratio 530/480, 1 h; inhibition, % at 20 µM; hit rate 0.46% among 220,000;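 active = inhibition over about 50% at 20 µM in the single-dose screen, limit read from the data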;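 also: 0% = DMSO wells and 100% = excess unlabeled CBFb competitor control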
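Measured by: fluorescence energy transfer, 422 nm excitation, 530/480 nm emission; test system: Cerulean-tagged RUNX1 Runt domain (FRET donor) fusion protein; buffer or medium: Tris pH 7.5 buffer with BSA; compound: one dose, 20 µM compound, 1% DMSO; times: two 1 h room-temperature incubations shielded from light; benchmarks: unlabeled CBFb 5 µM, positive control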
Runt-SMMHC FRET – inhibitors of RUNX1 Runt–CBFb-SMMHC binding, primary screen, biochemical, FRET, Cerulean-Runt, Venus-CBFb-SMMHC, uHTS; Runt-related transcription factor 1 (Homo sapiens) + Core-binding factor subunit beta …; Cerulean-Runt/Venus-CBFb-SMMHC FRET ratio 530/480, 1 h; inhibition, % at 20 µM; hit rate 0.74% among 220,000; AID 1434, 2008;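 active = mean inhibition across duplicate retests at 20 µM reaching about 50%, limit read from the data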;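 also: 0% = DMSO wells and 100% = wells with excess untagged CBFb-SMMHC; inhibitors lower the FRET ratio by blocking Runt binding to CBFb-SMMHC; some results filed as inactive read as strong as hits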
Hck-Nef inh – inhibitors of Nef-activated human Hck kinase, primary screen, biochemical, Z-Lyte FRET, 384-well, Hck-YEEI; Tyrosine-protein kinase HCK (Homo sapiens), P08631; AID 463187, 2010; hit rate 0.68% among 220,000; Recombinant Hck-YEEI plus Nef, Z-Lyte FRET kinase assay; inhibition, % at 20 µM;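 active = Hck-Nef kinase inhibition above about 50%, limit read from the data; inactive = inhibition below that limit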;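 also: 0% = DMSO with Hck plus Nef and 100% = Hck alone without Nef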
14-3-3 Bad inh – inhibitors of 14-3-3 zeta/Bad binding, primary screen, biochemical, TR-FRET, bovine 14-3-3 zeta; AID 781, 2007; 14-3-3 protein zeta/delta (Bos taurus), P63103; TR-FRET 14-3-3zeta/Dy647-pBad peptide displacement, 1 h; inhibition, % at 21.7 µM; hit rate 0.71% among 220,000;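 active = inhibition above about 70%, limit read from the data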;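 also: 0% = full 14-3-3 plus peptide FRET controls and 100% = background without 14-3-3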
MDM2 E3 inh – MDM2-luciferase reporter signal enhancers, primary screen, MDM2 E3 ligase inhibitor project, cell-based, luminescence, 1536-well; E3 ubiquitin-protein ligase Mdm2 (Homo sapiens), Q00987; cell-based MDM2 ubiquitination luciferase reporter, 2 h; 0 = plate control, 100 = twice control, blank-subtracted; signal enhancement, % at 5 µM; hit rate 0.11% among 210,000; AID 1230, 2008;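 active = signal enhancement of 30% or more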;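 also: luminescence tracks abundance of the self-degrading MDM2-luciferase fusion protein; higher signal means inhibition of MDM2 E3 ligase activity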
Target sequence (Q00987 whole entry, looked up, the tested form may be a part): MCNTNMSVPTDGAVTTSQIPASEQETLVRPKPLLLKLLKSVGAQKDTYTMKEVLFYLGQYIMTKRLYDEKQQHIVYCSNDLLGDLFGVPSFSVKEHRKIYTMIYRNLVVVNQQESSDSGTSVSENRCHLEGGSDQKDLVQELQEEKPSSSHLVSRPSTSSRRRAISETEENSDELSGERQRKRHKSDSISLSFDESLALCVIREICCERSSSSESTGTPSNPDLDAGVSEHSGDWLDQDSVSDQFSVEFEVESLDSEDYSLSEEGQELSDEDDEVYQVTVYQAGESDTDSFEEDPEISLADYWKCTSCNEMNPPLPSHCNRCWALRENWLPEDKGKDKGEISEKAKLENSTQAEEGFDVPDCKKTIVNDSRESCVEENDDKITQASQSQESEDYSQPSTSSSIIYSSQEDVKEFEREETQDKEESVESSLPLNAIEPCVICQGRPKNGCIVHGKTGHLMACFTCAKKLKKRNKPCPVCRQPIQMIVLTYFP
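Buffer or medium: Cells held in DMEM | Assay system: Stable mammalian line carrying autodegrading MDM2–luciferase fusion reporter | Quantity: 2000 cells/well | Times: 4 h settle plus 2 h compound, 37 °C | Doses: One concentration, 5 µM, with 0.2% DMSO | Technique: Luminescence with SteadyLite reagent, 15 min at room temperature | Benchmarks: Plate controls and plate blanks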
TbHK1 inh – Trypanosoma brucei hexokinase 1 inhibitors, primary screen, biochemical, G6PDH-coupled NADH absorbance, MLSCN library; hexokinase 1 [Trypanosoma brucei]; recombinant TbHK1, G6PDH-coupled NADH A340; inhibition, % at 10 µM; hit rate 0.11% among 220,000; AID 1430, 2008;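 active = inhibition of 50% or more in the single-dose primary screen; inactive = inhibition below 50%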
* = called active by the depositor; [ ] = another dose, or the depositor's remark. The order is random; 3.2% or so of the library scored in one or more.

What do the screens show for `CC(C)NC(=S)NNC(=O)C12CC3CC(CC(C3)C1)C2`?
L929 necroptosis: -1.0; NCF1 inh: -2; EBV gp42 block: -20; Runt-CBFb FRET: 2; Runt-SMMHC FRET: 1; Hck-Nef inh: -1; 14-3-3 Bad inh: -3[fluorescence artefact?]; MDM2 E3 inh: -5; TbHK1 inh: 0

How did O=S(=O)(NCC(c1ccccc1)N1CCNCC1)c1ccc(Cl)cc1 (centres undefined) do in these assays?
L929 necroptosis: 1.1; NCF1 inh: -7; EBV gp42 block: -3; Runt-CBFb FRET: 0; Runt-SMMHC FRET: 1; Hck-Nef inh: 2; 14-3-3 Bad inh: -3; MDM2 E3 inh: -11; TbHK1 inh: 9

How did Cc1ccc(Sc2c(C)nn(C(=O)CNS(=O)(=O)c3ccc(F)cc3)c2C)cc1 do in these assays?
L929 necroptosis: 0.2; NCF1 inh: -19; EBV gp42 block: 12; Runt-CBFb FRET: -2; Runt-SMMHC FRET: 0; Hck-Nef inh: -1; 14-3-3 Bad inh: 0; MDM2 E3 inh: 22; TbHK1 inh: 1

Results for O=C(c1cc2ncccn2n1)N1CCc2c([nH]c3ccccc23)C1c1ccccc1F (centres undefined) ?
L929 necroptosis: 1.5; NCF1 inh: -28; EBV gp42 block: 0; Hck-Nef inh: 18; 14-3-3 Bad inh: -22; MDM2 E3 inh: 11; TbHK1 inh: -14

How did CCOc1cc(C(=O)OCc2ccc(C(=O)OC)o2)cc(Br)c1OC do in these assays?
L929 necroptosis: 0.1; NCF1 inh: -13; EBV gp42 block: -7; Runt-CBFb FRET: 0; Runt-SMMHC FRET: -19; Hck-Nef inh: 1; 14-3-3 Bad inh: 2[fluorescence artefact?]; MDM2 E3 inh: 12; TbHK1 inh: 12

How did COc1ccc(NC(=O)COC(=O)c2ncc(Cl)c(Cl)c2Cl)c(OC)c1 do in these assays?
L929 necroptosis: 0.7; NCF1 inh: -4; EBV gp42 block: 10; Runt-CBFb FRET: -5; Runt-SMMHC FRET: 4; Hck-Nef inh: 2; 14-3-3 Bad inh: -9; MDM2 E3 inh: -1; TbHK1 inh: 5

Results for CC(=O)Nc1ccc(SCC(=O)c2c(N)n(Cc3ccccc3)c(=O)n(C)c2=O)cc1 ?
L929 necroptosis: 0.3; NCF1 inh: 8; EBV gp42 block: -4; Runt-CBFb FRET: 0; Runt-SMMHC FRET: 3; Hck-Nef inh: 7; 14-3-3 Bad inh: 0; MDM2 E3 inh: -11; TbHK1 inh: -5

How did CCOC(=O)C1(CCOC)CCN(C2C3CC4CC(C3)CC2C4)CC1 (centres undefined) do in these assays?
L929 necroptosis: -0.7; NCF1 inh: -3; EBV gp42 block: -12; Runt-CBFb FRET: 0; Runt-SMMHC FRET: -2; Hck-Nef inh: 2; 14-3-3 Bad inh: -5; MDM2 E3 inh: -17; TbHK1 inh: -4

What do the screens show for `CC1(C)N=c2ccc([N+](=O)[O-])c(N)c2=[N+]1[O-]`?
L929 necroptosis: 3.1; NCF1 inh: 2; EBV gp42 block: -14; Runt-CBFb FRET: -1; Runt-SMMHC FRET: 1; Hck-Nef inh: -2; 14-3-3 Bad inh: -4; MDM2 E3 inh: -21; TbHK1 inh: -24

Results for CNNC(=S)NCCC1=CCCCC1 ?
L929 necroptosis: 2.4; NCF1 inh: -11; EBV gp42 block: -12; Runt-CBFb FRET: 1; Runt-SMMHC FRET: -1; Hck-Nef inh: 23; 14-3-3 Bad inh: -11; MDM2 E3 inh: -11; TbHK1 inh: -5

How did CCOc1ccccc1Oc1coc2cc(OC)ccc2c1=O do in these assays?
L929 necroptosis: 0.1; NCF1 inh: -10; EBV gp42 block: -3; Runt-CBFb FRET: -1; Runt-SMMHC FRET: -4; Hck-Nef inh: -1; 14-3-3 Bad inh: 1; MDM2 E3 inh: 13; TbHK1 inh: -2

How did CCOC(=O)N1CCN(c2cc(=O)n(-c3ccc(OC)cc3)c(=O)[nH]2)CC1 do in these assays?
L929 necroptosis: 1.1; NCF1 inh: -2; EBV gp42 block: -14; Runt-CBFb FRET: -1; Runt-SMMHC FRET: -1; Hck-Nef inh: -14; 14-3-3 Bad inh: -6; MDM2 E3 inh: 2; TbHK1 inh: 0

What do the screens show for `COc1ccccc1Nc1nc(N)nc(CSc2ncccn2)n1`?
L929 necroptosis: 0.5; NCF1 inh: -18; EBV gp42 block: -7; Runt-CBFb FRET: -3; Runt-SMMHC FRET: 2; Hck-Nef inh: 1; 14-3-3 Bad inh: 6; MDM2 E3 inh: -7; TbHK1 inh: -1

What do the screens show for `Cc1ccc(N/N=C(\C#N)C(N)=S)cc1C`?
L929 necroptosis: -1.4; NCF1 inh: 0; EBV gp42 block: -9; Runt-CBFb FRET: 9; Runt-SMMHC FRET: 0; Hck-Nef inh: 44; 14-3-3 Bad inh: -7; MDM2 E3 inh: -2; TbHK1 inh: 38

Results for CCCC(=O)Nc1ccc(Cl)c(NC(=O)C(C)(C)C)c1 ?
L929 necroptosis: 0.7; NCF1 inh: -9; EBV gp42 block: -20; Runt-CBFb FRET: 2; Runt-SMMHC FRET: 5; Hck-Nef inh: 0; 14-3-3 Bad inh: 12[fluorescence artefact?]; MDM2 E3 inh: -8; TbHK1 inh: 7

Results for Cc1cccc(OCCC(=O)NCC(=O)Nc2cccc(C)c2C)c1 ?
L929 necroptosis: 0.6; NCF1 inh: -8; EBV gp42 block: -11; Runt-CBFb FRET: -1; Runt-SMMHC FRET: -3; Hck-Nef inh: 4; 14-3-3 Bad inh: -15; MDM2 E3 inh: -1; TbHK1 inh: 28

Results for CCOc1ccc(N2C(=O)CC(SC(=NC)Nc3ccc4c(c3)OCO4)C2=O)cc1 (centres undefined) ?
L929 necroptosis: -1.2; NCF1 inh: -24; EBV gp42 block: -21; Runt-CBFb FRET: -1; Runt-SMMHC FRET: -3; Hck-Nef inh: 0; 14-3-3 Bad inh: 17; MDM2 E3 inh: -15; TbHK1 inh: -8

How did Cc1nc2ccsc2c(=O)n1-c1ccc(Cl)cc1 do in these assays?
L929 necroptosis: 0.7; NCF1 inh: 4; EBV gp42 block: -12; Runt-CBFb FRET: -1; Runt-SMMHC FRET: -1; Hck-Nef inh: 8; 14-3-3 Bad inh: 5; MDM2 E3 inh: -2; TbHK1 inh: 2

Results for O=C(NC(Cc1ccccc1)c1ccc2c(c1)OCCCO2)c1ccccc1 (centres undefined) ?
L929 necroptosis: -0.3; NCF1 inh: -12; EBV gp42 block: -7; Runt-CBFb FRET: 3; Runt-SMMHC FRET: -4; Hck-Nef inh: 40; 14-3-3 Bad inh: 1[fluorescence artefact?]; MDM2 E3 inh: 7; TbHK1 inh: -2

What do the screens show for `Cc1ccc(SCc2ccc(C(=O)Nc3cc([N+](=O)[O-])ccc3C)cc2)cc1`?
L929 necroptosis: -0.1; NCF1 inh: -13; EBV gp42 block: -1; Runt-CBFb FRET: 0; Runt-SMMHC FRET: 0; Hck-Nef inh: 1; 14-3-3 Bad inh: 7; MDM2 E3 inh: -19; TbHK1 inh: -11

For convenience, some entries already given:
Results for CCCC(=O)Nc1ccc(Cl)c(NC(=O)C(C)(C)C)c1 ?
L929 necroptosis: 0.7; NCF1 inh: -9; EBV gp42 block: -20; Runt-CBFb FRET: 2; Runt-SMMHC FRET: 5; Hck-Nef inh: 0; 14-3-3 Bad inh: 12[fluorescence artefact?]; MDM2 E3 inh: -8; TbHK1 inh: 7

Results for Cc1cccc(OCCC(=O)NCC(=O)Nc2cccc(C)c2C)c1 ?
L929 necroptosis: 0.6; NCF1 inh: -8; EBV gp42 block: -11; Runt-CBFb FRET: -1; Runt-SMMHC FRET: -3; Hck-Nef inh: 4; 14-3-3 Bad inh: -15; MDM2 E3 inh: -1; TbHK1 inh: 28

Results for CCOc1ccc(N2C(=O)CC(SC(=NC)Nc3ccc4c(c3)OCO4)C2=O)cc1 (centres undefined) ?
L929 necroptosis: -1.2; NCF1 inh: -24; EBV gp42 block: -21; Runt-CBFb FRET: -1; Runt-SMMHC FRET: -3; Hck-Nef inh: 0; 14-3-3 Bad inh: 17; MDM2 E3 inh: -15; TbHK1 inh: -8

(further entries)
What do the screens show for `Cc1cccc(-n2c(-c3ccoc3C)n[nH]c2=S)c1`?
L929 necroptosis: 0.4; NCF1 inh: -5; EBV gp42 block: -4; Runt-CBFb FRET: 0; Runt-SMMHC FRET: 24; Hck-Nef inh: 7; 14-3-3 Bad inh: -10[fluorescence artefact?]; MDM2 E3 inh: 6; TbHK1 inh: 10

What do the screens show for `CCn1cc(C2=NC(C)(C)CO2)c2ccccc21`?
L929 necroptosis: -0.7; NCF1 inh: -3; EBV gp42 block: -2; Runt-CBFb FRET: 1; Runt-SMMHC FRET: 3; Hck-Nef inh: 0; 14-3-3 Bad inh: -13[fluorescence artefact?]; MDM2 E3 inh: -29; TbHK1 inh: -9

What do the screens show for `COc1ccccc1S(=O)(=O)Cc1ccc(C(=O)NC(C)c2ccc3c(c2)OCCO3)o1` (centres undefined)?
L929 necroptosis: 0.5; NCF1 inh: -7; EBV gp42 block: 9; Runt-CBFb FRET: -1; Runt-SMMHC FRET: 2; Hck-Nef inh: -1; 14-3-3 Bad inh: -13; MDM2 E3 inh: -29; TbHK1 inh: 8

Results for C=CCNc1nc2ccccc2nc1NS(=O)(=O)c1cccs1 ?
L929 necroptosis: -0.1; NCF1 inh: -8; EBV gp42 block: -8; Runt-CBFb FRET: 2; Runt-SMMHC FRET: -5; Hck-Nef inh: 2; MDM2 E3 inh: -6; TbHK1 inh: -27

How did Cc1ccc2[nH]c(CCN(C)C)c(CC#N)c2c1 do in these assays?
L929 necroptosis: -0.3; NCF1 inh: 0; EBV gp42 block: -10; Runt-CBFb FRET: -4; Runt-SMMHC FRET: -9; Hck-Nef inh: 11; 14-3-3 Bad inh: -4; MDM2 E3 inh: -5; TbHK1 inh: 6
